RNase H inhibition: RNase H inhibition, HIV 1 Gag Pol polyprotein, FRET biochemical assay, screening (AID 372); 0.77% of 100,000 active; inhibition, % at 10 µM; hits with a dose series show IC50 in µM; HIV-1 RT RNase H, FRET RNA/DNA substrate fluorescence; higher % means a stronger effect; in the data active = inhibition above about 50%
An asterisk follows results filed as active.

Molecule	RNase H inhibition
COC(=O)c1cc(NC(=O)c2cc3ccccc3o2)cc(C(=O)OC)c1	2%
CCOC(=O)c1c(-c2ccc(OC)cc2)csc1NC(=O)C(C)C	5%
Cc1ccccc1/C=C1/SC(=Nc2ccc(F)cc2)NC1=O	24%
CSc1nc(-c2ccccc2)ccc1C#N	17%
O=[N+]([O-])c1cc(-n2ncnc2-c2ccccc2C(F)(F)F)ccc1Cl	3%
COc1ccc(C2C(C(C)=O)=C(O)C(=O)N2c2ccc(Br)cc2)c(OC)c1 (centres undefined)	4%
CCc1c(C)sc(NC(=O)c2ccc(OC)cc2)c1C(N)=O	5%
CCc1ccc(NC(=O)CCc2ccccc2)cc1	6%
Nc1nnc(SCc2ccccc2Cl)s1	0%
CCN(CC)c1ccc(NC(=O)Cc2ccc(Cl)cc2)cc1	10%
COc1cc(Br)c(/C=C(\C#N)c2nc3ccc(C)cc3[nH]2)cc1OC	17%
Cc1ccnc(-n2c(=O)c3cc4c(=O)n(-c5cc(C)ccn5)c(=O)c4cc3c2=O)c1	8%
O=C(NNC(=O)c1ccc([N+](=O)[O-])cc1)c1ccc(F)cc1	0%
Cc1c(NC(=O)c2ccc(C(=O)Nc3c(C)n(C)n(-c4ccccc4)c3=O)cc2)c(=O)n(-c2ccccc2)n1C	0%
Cn1c(O)c(C(=NCc2ccccc2)c2ccccc2)c(=O)n(C)c1=O	8%
Cc1cc(-c2ccccc2)nc2cc(C(N)=O)nn12	11%
Cc1ccc(C(=O)Nc2cccc(-c3nc4ccccc4s3)c2C)cc1[N+](=O)[O-]	9%
C/C(=N/NC(=O)[C@H]1C[C@H]1c1ccccc1)c1cccs1	0%
COc1cc(/C=C2\C(=O)N(c3cccc(C(=O)O)c3)N=C2C)c([N+](=O)[O-])cc1OC	11%
Cc1ccc(N2NC(=O)/C(=C/c3cccc([N+](=O)[O-])c3O)C2=O)cc1C	15%

Some of the entries above in a different format:
> Cc1ccc(C(=O)Nc2cccc(-c3nc4ccccc4s3)c2C)cc1[N+](=O)[O-]
- RNase H inhibition = 9%
> Nc1nnc(SCc2ccccc2Cl)s1
- RNase H inhibition = 0%
> C/C(=N/NC(=O)[C@H]1C[C@H]1c1ccccc1)c1cccs1
- RNase H inhibition = 0%
> COc1cc(Br)c(/C=C(\C#N)c2nc3ccc(C)cc3[nH]2)cc1OC
- RNase H inhibition = 17%

The listing continues.
Molecule	RNase H inhibition
O=C(Nc1ccc(O)cc1C(=O)O)c1ccccc1I	1%
O=C(Cn1cc(/C=C2/C(=O)NC(=O)N(c3cccc(Cl)c3)C2=O)c2ccccc21)Nc1ccccc1	32%
COc1cccc(C=C2C(=O)c3ccccc3C2=O)c1	0%
Cc1ccccc1-c1nc2c3c4c(sc3ncn2n1)CCCCC4	8%
O=[N+]([O-])c1cccc(N=Cc2cc([N+](=O)[O-])ccc2Cl)c1	24%
O=C(Nc1ccc(OC(F)F)cc1)c1cccs1	3%
COc1ccc(/C=N\NC(=O)C2COc3cc4ccccc4cc3O2)c(O)c1 (centres undefined)	0%
CCOC(=O)/C(C(N)=O)=C1\Nc2ccccc2N\C1=C/C(=O)c1ccc(C)cc1	0%
CCOC(=O)C1=C(C)N=c2s/c(=C\c3ccc(I)cc3)c(=O)n2C1c1ccc2c(c1)OCO2 (centres undefined)	0%
COc1cccc(OC)c1C(=O)N(C)CC(OC)OC	13%
O=C(NN1C(=O)/C(=C/c2ccc(O)cc2)SC1=S)c1ccccc1Br	5%
COc1ccc(-c2cc(C(=O)Nc3cccc(F)c3)c3ccccc3n2)cc1OC	3%
Cc1ccc(/C=C/C(=O)O)cc1S(=O)(=O)NCCCO	16%
CCOc1cc(C=O)cc(I)c1OCc1ccccc1	27%
O=C(O)c1cc([N+](=O)[O-])c(C(=O)O)cc1Oc1cc(Cl)c(Cl)cc1Cl	3%
COc1ccc(NC(=O)/C=C/c2ccccc2)c(OC)c1	36%
O=C1C=CC(=O)N1c1ccccc1I	4%
CC(C)c1ccc(/C=N/N=C2\NC(=O)CS2)cc1	5%
O=C(N/N=C/c1ccc(Cl)cc1)c1c[nH]c2ccccc12	4%
O=C1Cc2ccccc2C(c2cccc(Cl)c2Cl)N1 (centres undefined)	7%

Next entries
Molecule	RNase H inhibition
CN1CCN(C(=S)NC(=O)c2ccc(Br)cc2)CC1	5%
Cc1nn(CC(=O)Nc2ccccc2)c(=O)c2ccccc12	12%
COc1cc(/C=C2/SC(=S)N(Cc3ccccc3)C2=O)ccc1OCc1ccccc1C	23%
C/C(=N\NC(=O)c1ccccn1)c1ccco1	2%
CC(=O)C1=C(O)C(=O)N(CC(=O)O)C1c1ccc(C)cc1 (centres undefined)	14%
Cc1ccc(S(=O)(=O)N(Cc2ccc(C(=O)NCCSc3ccccn3)cc2)c2cccc(Cl)c2)cc1	17%
CC1CC(=O)C2=C(C1)OC(N)=C(C#N)C2c1cccc2ccccc12 (centres undefined)	0%
CCOc1ccc(-n2c(O)c(C=C3C=CC=N3)c(=O)[nH]c2=O)cc1	0%
Cc1cc(Cl)ccc1OCCCC(=O)Nc1ccc(Cl)cc1	7%
CC1=C(C(=O)Nc2ccccc2Cl)C(c2ccc(Br)cc2)NC(=S)N1 (centres undefined)	7%
COc1ccc2[nH]c3c(c2c1)CCCC3=O	9%
Cc1ccccc1C(=O)N/N=C/c1ccc(O)c(O)c1	33%
O=C(O)CN1C(=O)/C(=C/C=C/c2ccccc2[N+](=O)[O-])SC1=S	4%
O=C1N=C(N2CCN(c3ccccc3)CC2)S/C1=C\c1ccc(OCc2ccccc2)cc1	1%
Cc1cccc(C)c1OCCOc1ccccc1/C=C1\SC(=S)NC1=O	32%
Cc1ccc2nc(-c3cc(NC(=O)c4cccs4)ccc3Cl)oc2c1	11%
Nc1nnc(CCS(=O)(=O)c2cc(Cl)ccc2Cl)s1	13%
CCOC(=O)C1=C(C)N=c2s/c(=C\c3ccc(OCc4ccc(Cl)cc4)cc3)c(=O)n2C1c1ccc(Cl)cc1 (centres undefined)	0%
O=C(CC(n1cncn1)C(Cl)(Cl)Cl)c1ccc([N+](=O)[O-])cc1 (centres undefined)	7%
CC(C)CC(=O)N1CCN(Cc2cccc(Cl)c2)CC1	0%

Next section
Molecule	RNase H inhibition
O=C(COc1ccccc1Cl)N1CCN(c2ccccc2)CC1	4%
CC(=O)c1ccc(NC(=O)/C(=C\c2ccco2)NC(=O)c2ccco2)cc1	33%
COc1ccccc1NC(=O)Nc1ccc(Cl)c(Cl)c1	14%
COc1ccc(-c2cc(N3CCOCC3)c3cc(OC)c(OC)cc3c2)cc1OC	14%
Cc1nc2ccccn2c1-c1csc(Nc2cccc(C(=O)O)c2)n1	10%
O=C(CSCC(=O)Nc1ccc2c(c1)oc1ccccc12)Nc1ccccc1	11%
COc1ccc(-c2nc(SCc3ccccc3Cl)n[nH]2)cc1	0%
COC(=O)C1=C(C)N=c2s/c(=C\c3ccc(-c4ccc(OC)cc4[N+](=O)[O-])o3)c(=O)n2C1c1ccccc1 (centres undefined)	44%
O=C(NNC(=O)c1ccccc1[N+](=O)[O-])c1ccccc1I	5%
CCOc1ccc(C(=O)Nc2ccc3oc(-c4ccc(F)cc4Cl)nc3c2)cc1[N+](=O)[O-]	8%
O=c1[nH]cc(N=Cc2ccccc2)c(=O)[nH]1	4%
COc1cc(C)ccc1OCCCCOc1ccc(Br)cc1Cl	11%
CC(C)c1ccc(/C=C2/SC(=S)N(CCC(=O)O)C2=O)cc1	15%
CC(=O)c1c(C)n(O)c2ccc(Cl)cc2c1=O	1%
CC(=O)CC(=O)Nc1ccc(NC(C)=O)cc1	0%
COc1cc(/C=N/NC(=O)C(C)Sc2ccc(Cl)cc2)cc(Br)c1O (centres undefined)	9%
CCOc1ccccc1NC(=O)CCCOc1ccccc1	9%
COc1ccc(N(CC(=O)Nc2ccc(Br)cc2)S(=O)(=O)c2ccc(OC)c(OC)c2)cc1	5%
COc1cccc(CCNC2CC(=O)N(c3ccc(C)cc3)C2=O)c1 (centres undefined)	2%
O=C1C(c2ccccc2)=C(c2ccccc2)C(=O)N1O	10%

Given with each value named: entries from further up
SMILES: O=C(NNC(=O)c1ccccc1[N+](=O)[O-])c1ccccc1I
- RNase H inhibition: 5%
SMILES: CCOc1ccc(C(=O)Nc2ccc3oc(-c4ccc(F)cc4Cl)nc3c2)cc1[N+](=O)[O-]
- RNase H inhibition: 8%
SMILES: O=c1[nH]cc(N=Cc2ccccc2)c(=O)[nH]1
- RNase H inhibition: 4%
SMILES: COc1cc(C)ccc1OCCCCOc1ccc(Br)cc1Cl
- RNase H inhibition: 11%

The results go on:
Molecule	RNase H inhibition
COc1ccc(N2C(=O)NC(=O)/C(=C\c3ccc(OCc4cccc(F)c4)c(OC)c3)C2=O)cc1	12%
O=C(Cn1cnc([N+](=O)[O-])n1)Nc1cc(Oc2cccc(C(F)(F)F)c2)cc([N+](=O)[O-])c1	0%
N#C/C(=C\c1cccc2ccccc12)c1nn(CCO)c(N)c1C#N	15%
COc1ccc(NC(=O)C2=C(C)NC(=S)NC2c2ccc(OC)cc2)cc1 (centres undefined)	2%
O=C(N/N=C/c1cc(Cl)cc([N+](=O)[O-])c1O)c1ccc(Cl)cc1	0%
COCCCNC(=O)CN(c1cccc(Br)c1)S(=O)(=O)c1ccccc1	9%
Cc1cccc(OCC(=O)Nc2ccc(I)cc2)c1C	9%
CC(=O)Nc1ccc(NC(=O)c2ccccc2OC(F)F)cc1	4%
COc1ccc(C(=O)NC(=S)Nc2ccc(N3CCOCC3)c(Cl)c2)cc1	17%
CC1CCN(CCCCOc2ccccc2Br)CC1	8%
COC(=O)c1cccc(NC(=O)C(C(C)C)N2C(=O)c3ccccc3C2=O)c1 (centres undefined)	11%
CCN(CC)c1ccc(NC(=O)c2ccc3c(c2)OCCO3)cc1	14%
CN(C(=O)c1ccc(Br)cc1)c1ccccc1	0%
O=C(COC(=O)c1cccc(N2C(=O)C3C4C=CC(C5CC45)C3C2=O)c1)c1ccc(Cl)cc1 (centres undefined)	0%
Cc1c(C(=O)Nc2ccc(N3CCCCC3)cc2)cccc1[N+](=O)[O-]	14%
C=CCN1C(=O)/C(=C\c2ccccc2Sc2ccc(Cl)cc2)SC1=S	10%
O=C(Nc1cccc(C(F)(F)F)c1)NC1CCCCC1	5%
Cc1ccccc1Nc1nc(-c2ccc(NC(=O)c3ccccc3)cc2)cs1	22%
Cc1ccc(S(=O)(=O)NC(C)(C)CN2CCN(CC(C)(C)NS(=O)(=O)c3ccc(C)cc3)CC2)cc1	22%
Cc1ccc(/C(O)=C2/C(=O)C(=O)NC2c2ccc(C)cc2)cc1 (centres undefined)	0%

Next section
Molecule	RNase H inhibition
CCOc1ccccc1N1CCN(C(=O)c2cccc([N+](=O)[O-])c2)CC1	0%
O=[N+]([O-])c1ccc(/C=N/Nc2nc(-c3ccc(Cl)cc3)cs2)cc1	3%
O=C1CCCC2=C1C(c1ccc(OCc3ccccc3)cc1)C1=C(CCCC1=O)O2	7%
O=C(CC1S/C(=N\N=C\c2ccco2)NC1=O)Nc1ccc(C(=O)O)cc1 (centres undefined)	16%
CCSCCOC(=O)C1=C(C)N(C)C(=O)NC1c1ccc2c(c1)OCO2 (centres undefined)	8%
CC(C)(O)C#Cc1ccc(C(=O)Nc2ccc(F)cc2)cc1	5%
CCOC(=O)c1c(NC(=O)CSc2nnc3c(n2)[nH]c2ccccc23)sc2c1CCCC2	13%
O=C(Nc1cccc(-c2nc3cc(Cl)ccc3o2)c1)c1cccc2ccccc12	10%
COc1ccccc1OCCOCCOc1cc(C)ccc1C	15%
O=C(NCC1OCCc2ccccc21)c1ccco1 (centres undefined)	2%
CC(C)(C)CC(C)(C)NS(=O)(=O)c1cccc(N2C(=O)CCC2=O)c1	13%
Cc1ccc(NC(=O)CCc2ccc(C)o2)cc1	11%
O=c1c(=NNc2ccccc2)c(=O)c2ccccc12	7%
Cc1ccc(C(=O)NC(=S)Nc2cc(Cl)c(Cl)cc2Cl)cc1	40%
C=CCc1cc(C=C2C(=O)N(C)C(=S)N(C)C2=O)cc(OCC)c1OCC(=O)OC	10%
O=C1c2ccccc2C(=O)N1Cc1nc2ccc(I)cc2c(=O)o1	0%
C/C(=N\Nc1nc(-c2ccc(C)cc2)cs1)c1ccc(C(C)(C)C)cc1	11%
CCCCSCc1nc2c(c(=O)[nH]1)C1(CCCC1)Cc1ccccc1-2	38%
Cc1ccc2nc(C)cc(C(=O)OCC(=O)c3ccc(-c4ccccc4)cc3)c2c1	7%
O=C(CCc1ccccc1)N1N=C(c2ccc(Br)cc2)CC1(O)C(F)(F)F (centres undefined)	19%

Carrying on.
Molecule	RNase H inhibition
O=C(N/N=C\c1c(Br)cc(Br)c(O)c1Br)c1ccc(Br)cc1	12%
CCN1C(=O)CN(c2ccccc2)C1=S	10%
O=[N+]([O-])c1ccc(CNc2ccc(Br)cc2)cc1	4%
COc1cc(C(=O)NN2C(=O)/C(=C/c3ccc(Cl)cc3Cl)SC2=S)ccc1O	18%
CCCOc1cccc(C(=O)Nc2ccc(NC(=O)CC)cc2)c1	8%
Cc1ccc(NC(=O)c2ccc(-c3ccc(Cl)c(Cl)c3)o2)c(C)c1	19%
CCOC(=O)COc1ccc(/C=C2/C(=O)NN(c3ccc(F)cc3)C2=O)cc1OC	7%
COc1ccc(C(=O)Nc2nc3ccc(C)cc3s2)cc1OC	30%
O=S(Cc1ccc(Cl)cc1)CC(O)COc1ccccc1 (centres undefined)	5%

Only part of the results is shown; rates above refer to the full screens.
